Assay outcomes as filed in PubChem BioAssay.
GPR55 activation – GPR55 agonists via beta-arrestin recruitment, primary screen, imaging, U2OS cells, beta-arrestin-GFP redistribution (AID 1961); U2OS GPR55 beta-arrestin-GFP redistribution imaging; higher % means a stronger effect; one-dose activation, % at 10 µM; EC50 in µM for titrated hits; 0.048% of 290,000 active;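 active = activation above 40% with more than 50 cells counted in the well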;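 also: U2OS osteosarcoma cells stably expressing GPR55 and beta-arrestin-GFP; plate controls were DMSO negative control for no effect and LPI positive control for full effect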
GPR55 LPI antagonism – GPR55 antagonists blocking LPI-driven arrestin recruitment, primary screen, imaging, U2OS, beta-arrestin-GFP, LPI agonist (AID 2013); U2OS GPR55 beta-arrestin-GFP translocation imaging, LPI antagonism; higher % means a stronger effect; one-dose inhibition, % at 10 µM; IC50 in µM for titrated hits; 0.13% of 290,000 active;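 active = spots per cell inhibited over 60%, with over 100 cells counted and total cytoplasm intensity under 500,000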;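 also: U2OS cells stably carrying GPR55 and arrestin-GFP stimulated by 5 µM LPI near EC80; imaged beta-arrestin-GFP aggregate spots per cell after agonist stimulation; plate controls were LPI-stimulated DMSO wells for no effect and DMSO wells without LPI for full effect; some results filed as inactive read as strong as hits; confirmed hits need IC50 under 10 µM and bright autofluorescent wells are also inconclusive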
T cell HTS – modulates CD8 T cell binding to vesicles; 2C CD8+ T cell-vesicle binding, flow cytometry; active compounds read low; calls only at 7 µM; 0.068% of 330,000 active; AID 2052;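 active = response, share of CD8 T cells binding vesicles, and their 90th percentile fluorescence all below set limits, cut at about 80% in these data, passing the limit was not always enough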
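Material: 2C TCR transgenic mouse naive CD8+ T cells, MACS-purified. Also added: QL9-charged Drosophila Ld/ICAM-1/B7-1 vesicles. Timing: binding 1.5 h at 37 °C. Measured by: high-throughput flow cytometry with anti-B7-1 and anti-CD8 staining. Read-out: percent CD8+ FL2 mean versus row control. Controls: Unloaded micro-vesicles (low), QL9 vesicles with 0.7% DMSO (high).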
NTR1 ag – agonists of NTR1, primary screen, imaging, U2OS cells, beta-arrestin-GFP, high content (AID 493036). P30989. NTR1-U2OS beta-arrestin-GFP spot imaging, agonist mode. activation, % at 20 µM. 0.17% of 330,000 active;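 active = activation at or above 40% of the spot to cytoplasm intensity ratio, with at least 20 cells analyzed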;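 also: 0% = DMSO without peptide and 100% = 100 nM NTR1 peptide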
Target sequence (P30989 whole entry, looked up): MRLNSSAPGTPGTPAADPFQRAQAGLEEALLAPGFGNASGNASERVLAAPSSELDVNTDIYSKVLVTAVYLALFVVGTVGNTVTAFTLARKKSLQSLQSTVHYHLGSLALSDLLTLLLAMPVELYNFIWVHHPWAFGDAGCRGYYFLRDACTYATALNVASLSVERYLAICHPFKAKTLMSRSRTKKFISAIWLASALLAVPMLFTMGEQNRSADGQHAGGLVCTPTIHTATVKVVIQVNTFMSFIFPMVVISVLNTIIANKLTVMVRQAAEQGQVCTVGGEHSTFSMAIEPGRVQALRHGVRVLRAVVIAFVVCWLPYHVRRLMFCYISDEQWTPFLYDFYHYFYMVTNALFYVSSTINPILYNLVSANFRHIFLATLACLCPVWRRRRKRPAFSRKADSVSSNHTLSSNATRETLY
KOR beta-arrestin-1 – kappa opioid receptor blockers – cell-based, luminescence, uHTS (AID 1778); KOR beta-arrestin recruitment, luminescence, antagonist mode; higher % means a stronger effect; inhibition, % at 10 µM; hits with a dose series show IC50 in µM; 0.091% of 290,000 active; in the data active = inhibition above about 50%; also: strong numbers were not always called active
KOR beta-arrestin-2 – KOR agonists, beta-arrestin recruitment, primary screen, cell-based, luminescence, uHTS (AID 1777); KOR beta-arrestin recruitment, luminescence; higher % means a stronger effect; activation, % at 10 µM, or EC50 in µM where a hit was titrated; 0.02% of 280,000 active; in the data active = activation above about 50%, passing the limit was not always enough; also: a part of the inactive calls stands beside numbers as strong as those of hits
GPR35 antagonists – inhibition of zaprinast-stimulated GPR35 beta-arrestin translocation – imaging, U2OS, beta-arrestin-GFP, zaprinast agonist, primary screen (AID 2058) | U2OS GPR35 beta-arrestin-GFP translocation imaging, zaprinast antagonism; higher % means a stronger effect | one-dose inhibition, % at 10 µM; IC50 in µM for titrated hits | 0.052% of 290,000 active;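 active = inhibition of at least 50% with at least 30 cells and total cytoplasm GFP at most 10,000,000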
Salmonella PhoP GFP – inhibitors of PhoP regulon expression, primary screen, Salmonella Typhimurium, GFP reporter (AID 1863) | 0.16% of 300,000 active | S. Typhimurium PhoP-regulated promoter GFP reporter, 4 h; higher % means a stronger effect | one-dose inhibition, % at 50 µM; IC50 in µM for titrated hits;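 active = inhibition over 29.93%, a cutoff 3 SD above the screen mean, later confirmed by dose response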;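 also: 0% = low Mg2+ inducing control and 100% = high Mg2+ repressing control; strong numbers were not always called active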
West Nile antiviral – inhibition of WNV-induced cytopathic effect – cell-based, CPE readout (AID 1621); one-dose CPE inhibition, % at 10 µM; IC50 in µM for titrated hits; 0.02% of 290,000 active; West Nile virus-infected cells, CPE inhibition; higher % means a stronger effect; in the data active = a potency from the dose series; also: strong numbers were not always called active
T cell HTS vesicle-bound % – also measured in T cell HTS; calls as there; double positive events, %; measured here: CD8+ vesicle-bound cell fraction;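 binding gate set so that unloaded-vesicle control wells show 10% double positive cells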
NTR1 ag cell count 20 µM – further read-out of NTR1 ag, marked with its call; cell count; measured here: cell count, cytotoxicity flag
* = called active by the depositor; i = inactive; · = not tested or not shown; [ ] = dose if it differs, or a comment.

SMILES	GPR55 activation	GPR55 LPI antagonism	T cell HTS	T cell HTS vesicle-bound %	NTR1 ag	NTR1 ag cell count 20 µM	KOR beta-arrestin-1	KOR beta-arrestin-2	GPR35 antagonists	Salmonella PhoP GFP	West Nile antiviral
C=C(C)Cn1c(C(C)NC(=O)CCC)nc2ccccc21 (stereo unspecified)	0.3%	0%	i	39	-1.8	83	-13%	2.5%	-3%	-10%	-0.1%
CN1C(=O)N(C)c2ccc(Br)c3cccc1c23	0.0%	-7%	i	16	-0.2	89	-77%	-1.0%	-2%	-8%	0.3%
c1nnc(NC2=NCCC2)s1	-0.1%	12%	i	46	1.5	28	-30%	11%	-1%	4%	-0.2%
CCN1CCN(c2ncc(C(=O)Nc3c(F)cc(F)cc3Br)c3ccccc23)CC1	-0.2%	10%	i	30	-1.6	76	-6%	-1.4%	22%	7%	-0.6%
COc1ccc(NC(=O)c2cc(-c3cccs3)on2)cc1OC	-0.1%	1%	i	48	2.5	100	-34%	-2.0%	-1%	-3%	0.2%
CC(=O)c1ccc(S(=O)(=O)N2CCC(c3nc4ccccc4[nH]3)CC2)cc1	-0.2%	4%	i	47	2.6	45	-1%	-1.9%	-1%	2%	-0.3%
COc1ccc(C2/C=C\CN(Cc3ccc(N(C)C)cc3)CC(=O)N2Cc2ccc(F)cc2)cc1 (stereo unspecified)	-0.1%	0%	i	20	4.7	84	20%	-2.8%	7%	0%	0.0%
CC(C)CC(=O)Nc1ccc(C(=O)NN2C(=O)c3ccccc3C2=O)cc1	-0.2%	-1%	i	49	0.7	52	3%	1.8%	0%	0%	-0.5%
Cc1cc(C)nc(SCc2ccc(C(=O)N/N=C/c3ccc(C(=O)O)cc3)cc2)n1	-0.3%	4%	i	42	2.3	57	6%	-3.9%	4%	-1%	0.0%
O=c1c(C/C=C/c2ccccc2)c(O)ccn1CCc1c[nH]c2ccccc12	-0.1%	0%	i	40	0.7	39	-16%	1.3%	-20%	-5%	0.1%
O=C(NCc1ccccn1)/C(=C/c1ccco1)NC(=O)c1ccccc1	0.2%	1%	i	42	-0.1	47	26%	-0.8%	-12%	4%	0.1%
CCOCCCNS(=O)(=O)c1ccc(NC(=O)c2ccc([N+](=O)[O-])cc2Cl)cc1	0.1%	7%	i	51	2.9	37	22%	1.0%	-8%	-1%	-1.2%
Cc1c(C)n(CCc2ccccc2)c2ncnc(NCCCO)c12	0.6%	9%	i	52	0.2	63	-12%	3.5%	-6%	19%	0.4%
CCn1c(=O)n(CC)c2cc(NC(=O)CSc3ccc([N+](=O)[O-])cn3)ccc21	-0.2%	7%	i	42	-1.3	56	-27%	-4.3%	-3%	0%	1.2%
Cc1ccc(C)c(NC(=O)CCN2CCOCC2)c1	-0.2%	-2%	i	25	0.0	82	-10%	-5.3%	-21%	-8%	0.2%
Cc1ccc(OC(=O)CCC(=O)Nc2ccc(Br)cc2)cc1	0.1%	2%	i	30	0.6	53	·	-2.5%	-13%	2%	-0.3%
COc1ccccc1C(=O)NCC(=O)n1nc(C)cc1C	1.0%	-1%	i	35	-2.0	54	26%	17%	-4%	-6%	0.7%
O=C(NN1C(=O)c2ccccc2NC1c1ccccc1OCc1ccccc1)c1ccncc1 (stereo unspecified)	-0.1%	-8%	i	22	1.3	58	22%	-1.8%	-15%	2%	0.0%
COCCNC(=O)CN1N=C(c2ccc(OC)cc2)CCC1=O	1.4%	5%	i	32	1.2	73	-9%	-6.3%	-13%	-4%	-0.5%
O=C(c1nn2c(C(F)(F)F)cc(-c3ccccc3)nc2c1Cl)N1CCOCC1	-0.2%	6%	i	16	3.3	87	-33%	1.8%	3%	0%	-0.7%
O=C(Nc1cccc(/C=C/c2ccccn2)c1)c1cc(Cl)ccn1	-0.1%	2%	i	12	3.8	40	-18%	-3.5%	-5%	0%	-0.3%
Cc1ccc(NC(=O)NCc2ccc3c(c2)OCO3)c(C)c1	0.5%	-5%	i	26	-0.6	77	-13%	-5.1%	0%	4%	-0.5%
COC(CNS(=O)(=O)c1ccc(Cl)cc1)c1ccccc1 (stereo unspecified)	-0.1%	6%	i	68	0.9	56	0%	3.4%	7%	7%	-0.7%
CCOc1ccc(Br)cc1S(=O)(=O)Nc1ccc(Cl)c(S(=O)(=O)N(C)C)c1	-0.3%	6%	i	50	4.8	50	-16%	-2.7%	6%	-6%	-0.7%
CCNc1nc2c(c(=O)[nH]c(=O)n2C)n1Cc1ccc(F)cc1	0.2%	2%	i	31	0.2	56	-35%	-3.5%	-6%	-5%	0.1%

3 compounds already listed, arranged by their value in KOR beta-arrestin-1, ascending.
mol | KOR beta-arrestin-1
O=C(c1nn2c(C(F)(F)F)cc(-c3ccccc3)nc2c1Cl)N1CCOCC1 | -33%
CCN1CCN(c2ncc(C(=O)Nc3c(F)cc(F)cc3Br)c3ccccc23)CC1 | -6%
O=C(NN1C(=O)c2ccccc2NC1c1ccccc1OCc1ccccc1)c1ccncc1 (stereo unspecified) | 22%

Going on with the list.
SMILES	GPR55 activation	GPR55 LPI antagonism	T cell HTS	T cell HTS vesicle-bound %	NTR1 ag	NTR1 ag cell count 20 µM	KOR beta-arrestin-1	KOR beta-arrestin-2	GPR35 antagonists	Salmonella PhoP GFP	West Nile antiviral
COCCCNC(=O)CS(=O)(=O)Cc1nc(-c2cccc(OC)c2)oc1C	0.0%	16%	i	39	10	81	-14%	-0.7%	6%	-5%	0.4%
Cc1ccc(-n2ncc(C#N)c2N)cc1	-0.2%	18%	i	29	1.8	40	46%	6.2%	-1%	0%	0.0%
CC1CC(C)CN(CCCNC(=O)c2cn(C)c3ccc(S(=O)(=O)N4CCCC4)cc3c2=O)C1 (stereo unspecified)	-0.1%	9%	i	56	1.1	69	20%	6.6%	-12%	1%	0.3%
O=C(Nc1c(C(=O)N2CCOCC2)cnn1-c1ccccc1)c1ccco1	-0.1%	26%	i	42	-1.2	58	-11%	0.9%	11%	4%	-0.4%
O=C(N/N=C/c1cc2cc3c(cc2nc1Cl)OCCO3)c1ccccc1O	0.1%	11%	i	53	1.2	50	-5%	1.2%	21%	-4%	-0.3%
COC(=O)C1CSC(C(=O)OC)N1C(=O)Nc1ccccc1 (stereo unspecified)	-0.1%	14%	i	5	2.5	67	-12%	0.3%	17%	2%	0.1%
COc1ccc(OC)c(NC(=O)N2CCCC(C)C2)c1 (stereo unspecified)	0.0%	1%	i	5	-0.8	56	13%	0.2%	4%	-2%	0.4%
Cc1cccc(NC(=O)c2cccc(S(=O)(=O)Nc3ccccc3C(=O)O)c2)c1	0.2%	7%	i	53	-1.4	57	-34%[20 µM]	-0.5%	7%	5%	0.1%
Cc1ccc(NC(=O)C2CCN(S(=O)(=O)c3cccs3)CC2)cc1	-0.5%	-2%	i	20	-0.6	55	-27%	-2.5%	-7%	-4%	-0.8%
COCCn1c(-c2ccccc2)cnc1N	0.2%	-8%	i	7	-1.1	87	-16%	0.3%	6%	-1%	-0.7%
COC(=O)c1sc(N)c(C(=O)OC)c1CSc1nnnn1C	0.2%	11%	i	58	3.8	39	-5%	9.9%	-2%	4%	1.4%
Cc1ncoc1C(=O)N1CCCC(C(=O)c2ccc(C(F)(F)F)cc2)C1 (stereo unspecified)	0.0%	5%	i	63	-0.9	103	-1%[20 µM]	·	32%	3%	-0.9%
COc1ccc(OC)c(NC(=O)c2csc(Cl)c2OC)c1	0.9%	-8%	i	12	3.4	53	9%	-5.3%	-4%	6%	-0.7%
CCc1ccc(/C=C2/SC(=S)N(CC(=O)Nc3nc4ccccc4s3)C2=O)cc1	-0.1%	8%	i	36	0.2	59	-1%	1.7%	-3%	-18%	-0.1%
COc1cccc(Nc2ncnc3nc[nH]c23)c1	-0.3%	2%	i	46	2.1	83	-7%	-3.9%	1%	2%	0.1%
CCOC(=O)c1nn(-c2cccc(OC)c2)c2nc(Nc3ccccc3)cc(=O)n12	0.1%	17%	i	51	30	49	-17%	1.0%	-11%	-6%	-0.9%
O=C(Cc1c(Cl)cccc1Cl)Nc1cccnc1	-0.3%	0%	i	51	-0.1	98	-9%	-3.8%	6%	6%	0.0%
COCCNC(=O)Cn1cc(C(=O)c2cccs2)c2ccccc21	·	·	i	15	0.1	42	·	·	·	-3%	-0.4%
Cn1nc(C(F)(F)F)cc1C(=O)Nc1ccc(Cl)cc1	-0.4%	-3%	i	47	0.7	38	2%	-1.2%	2%	-4%	-0.6%
COc1ccccc1NC(=O)CSc1nnc(C2CCCCC2)n1N	0.3%	11%	i	31	0.4	61	0%	-2.0%	-4%	-6%	-0.1%
O=S(=O)(CCc1ccncc1)Cc1ccc2c3c(cccc13)CC2	-0.1%	10%	i	45	-1.2	43	12%	-4.3%	-21%	-3%	-0.4%
COc1ccc(C2=NS(=O)(=O)N(C)C(C(=O)Nc3cc(C)ccc3O)=C2)cc1OC	-0.1%	10%	i	15	8.6	77	-15%[20 µM]	-1.6%	7%	·	-0.7%
CCc1nc2ccccc2n1CC(O)COCC1CC=CCC1 (stereo unspecified)	0.2%	1%	i	39	3.2	49	-13%[20 µM]	-2.0%	-8%	-9%	-0.9%
COc1ccc(CC(=O)O/N=C(\N)c2ccccc2)cc1OC	-0.1%	0%	i	51	1.2	89	13%	-2.1%	4%	-5%	-0.8%
CCCC(=O)N(C)c1nnc(-c2ccc(OC)cc2)s1	-0.1%	3%	i	32	-1.7	89	16%	10%	18%	-8%	0.1%
CN(C)c1cc[n+](CC(=O)N2c3ccccc3Sc3ccccc32)cc1	0.5%	-1%	i	5	-1.4	58	-37%[20 µM]	-3.3%	-6%	11%	-0.1%

Filtered by structure: those above containing a CF3 group (three)
SMILES	GPR55 activation	GPR55 LPI antagonism	T cell HTS	T cell HTS vesicle-bound %	NTR1 ag	NTR1 ag cell count 20 µM	KOR beta-arrestin-1	KOR beta-arrestin-2	GPR35 antagonists	Salmonella PhoP GFP	West Nile antiviral
O=C(c1nn2c(C(F)(F)F)cc(-c3ccccc3)nc2c1Cl)N1CCOCC1	-0.2%	6%	i	16	3.3	87	-33%	1.8%	3%	0%	-0.7%
Cc1ncoc1C(=O)N1CCCC(C(=O)c2ccc(C(F)(F)F)cc2)C1 (stereo unspecified)	0.0%	5%	i	63	-0.9	103	-1%[20 µM]	·	32%	3%	-0.9%
Cn1nc(C(F)(F)F)cc1C(=O)Nc1ccc(Cl)cc1	-0.4%	-3%	i	47	0.7	38	2%	-1.2%	2%	-4%	-0.6%
